Source: PubChem
KB-V1 cytotox: kills drug-selected multidrug resistant KB-V1 cells. KB-V1 MDR cells viability, CellTiter-Glo, 72 h. Potency, µM (doses to about 46.1 µM), for the others: at the top dose activity change, negative = cytotoxicity, most hits filed as cytotoxic. hit rate 3.4% among 400,000; note: potency is the fitted concentration of half-maximal effect; % is set by controls: 0 for no effect and ±100 for the full control effect; nearly all actives have a fitted effect of over 60% in size
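Cytotoxicity via CellTiter-Glo luminescence after 72 h compound exposure at 37 degrees C. Cells: drug-selected KB-V1 line, DMEM phenol-red free plus 10% FBS. Compounds tested at multiple concentrations; normalized data fitted to concentration-effect curves.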
HT1080-NT tox: kills 2HG-producing HT-1080-NT fibrosarcoma cells | AID 686970 | HT-1080-NT fibrosarcoma viability, CellTiter-Glo ATP luminescence, 48 h | hit rate 1.6% among 360,000 | Potency, µM (top dose mostly 46.1 µM), for inactives: at the top dose activity, negative = less viability, most hits filed as cytotoxic;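 note: NT is the 2HG producing partner of a matched IDH1 knockdown line; potency is the fitted concentration of half-maximal effect; 0% = DMSO-treated cells and -100% = media-only wells without cells; nearly all actives have a fitted effect of over 55% in size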
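Viability by CellTiter-Glo luminescence after 48 h compound exposure at 37C of HT-1080-NT cells (750/well, RPMI, 5% FBS). % activity scaled between DMSO wells and medium-only wells, then curve-fitted and categorized by curve class.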
ATXN2 expr inh: inhibitors of ATXN2 expression; HEK-293 ATXN2-luciferase reporter, luminescence, 24 h; Potency, µM (top dose mostly 57 µM), for inactives: at the highest dose activity change, negative = inhibition, actives largely listed as inhibitors; hit rate 0.72% among 360,000; AID 1745845; note: potency is the fitted concentration of half-maximal effect; % is set by controls: 0 for no effect and ±100 for the full control effect; nearly all actives have a fitted effect of over 55% in size
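ATXN2-luciferase reporter cells (luciferase flanked by upstream and downstream ATXN2 gene portions) were treated 24 h at 37 °C with compounds at up to 57 uM. SteadyGlo luminescence gave expression; GF-AFC fluorescence gave viability.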
KB-3-1 cytotox: KB-3-1 parental cell cytotoxicity. KB-3-1 viability, CellTiter-Glo ATP luminescence, 72 h. Potency, µM (highest dose often 46.1 µM), without a hit: top-dose activity change, negative = cytotoxic, usual class: cytotoxic. hit rate 1.4% among 400,000; note: potency is the fitted concentration of half-maximal effect; % is set by controls: 0 for no effect and ±100 for the full control effect; nearly all actives have a fitted effect of over 60% in size
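Here the drug-naive KB-3-1 line serves as comparator for MDR sub-line selectivity; cells received compound titrations, 72 h at 37 °C, then CellTiter-Glo readout.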
IL-1B inflam inh: inflammasome signaling inhibition, IL-1 beta readout; THP-1 LPS/ATP IL-1B secretion, AlphaLISA, 16 h; hits give low values; activity change, % at 57.5 µM; hit rate 4.7% among 360,000; AID 743279; in the data active = activity change below about -50%; inconclusive = mostly about -30% to -49%; note: % is set by controls: 0 for no effect and ±100 for the full control effect
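THP-1 cells pretreated 1 hr with compounds (up to 57.5 uM final), then stimulated with LPS (250 ng/mL final) plus ATP (1.25 mM final); secreted IL-1B measured by AlphaLISA after 16 hr, decreased signal indicating inhibition.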
MCF10A rereplic: inducers of DNA re-replication in MCF 10A breast cells | MCF 10A DNA re-replication, Hoechst nuclear intensity, 48 h | Potency, µM (doses to about 46.1 µM), for inactives: at the highest dose activity, positive = re-replication, hits mostly activators | hit rate 2.9% among 350,000 | AID 624296; note: potency is the fitted concentration of half-maximal effect; % of control where 0% means no effect; nearly all actives have a fitted effect of over 50% in size
SW480 rerep: inducers of DNA re-replication in SW480 colon cancer cells | hit rate 1.8% among 340,000 | Potency, µM (series often up to 46.1 µM), for inactives: at the top dose re-replication activation, actives largely listed as activators | SW480 DNA re-replication, Hoechst DNA content imaging, 48 h; note: potency is the fitted concentration of half-maximal effect; % of control where 0% means no effect; nearly all actives have a fitted effect of over 55% in size
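Treated cells incubate 48 hr (37 C, 5% CO2), are stained 40 min with Hoechst, and nuclear fluorescence is enumerated; a rise in nuclei with high DNA signal marks re-replication.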
HT1080 IDH1KD tx: HT-1080 IDH1 knockdown cell toxicity (counter line) | HT-1080 IDH1 knockdown viability, ATP luminescence, 48 h | Potency, µM (highest dose often 46.1 µM), without a hit: at the highest dose activity, negative = toxicity, actives largely listed as cytotoxic | hit rate 2% among 360,000;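 note: potency is the fitted concentration of half-maximal effect; 0% = DMSO wells and -100% = cell-free medium wells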
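HT-1080-IDH1KD cells (IDH1 knocked down), 750/well in RPMI with 5% FBS, treated with compound 48 h at 37 degrees C. Viability by CellTiter-Glo luminescence, normalised to DMSO and no-cell wells; concentration-response curves classed.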
WRN inhibitor: blocks human WRN helicase. Q14191. WRN helicase unwinding, fluorescent forked duplex, kinetic. Potency, µM (titrated, usually from 114 µM), without a hit: at the highest dose activity change, negative = inhibition, actives largely listed as inhibitors. hit rate 0.46% among 360,000; note: potency is the fitted concentration of half-maximal effect; % is set by controls: 0 for no effect and ±100 for the full control effect; nearly all actives have a fitted effect of over 55% in size
Target sequence (Q14191 whole entry, looked up): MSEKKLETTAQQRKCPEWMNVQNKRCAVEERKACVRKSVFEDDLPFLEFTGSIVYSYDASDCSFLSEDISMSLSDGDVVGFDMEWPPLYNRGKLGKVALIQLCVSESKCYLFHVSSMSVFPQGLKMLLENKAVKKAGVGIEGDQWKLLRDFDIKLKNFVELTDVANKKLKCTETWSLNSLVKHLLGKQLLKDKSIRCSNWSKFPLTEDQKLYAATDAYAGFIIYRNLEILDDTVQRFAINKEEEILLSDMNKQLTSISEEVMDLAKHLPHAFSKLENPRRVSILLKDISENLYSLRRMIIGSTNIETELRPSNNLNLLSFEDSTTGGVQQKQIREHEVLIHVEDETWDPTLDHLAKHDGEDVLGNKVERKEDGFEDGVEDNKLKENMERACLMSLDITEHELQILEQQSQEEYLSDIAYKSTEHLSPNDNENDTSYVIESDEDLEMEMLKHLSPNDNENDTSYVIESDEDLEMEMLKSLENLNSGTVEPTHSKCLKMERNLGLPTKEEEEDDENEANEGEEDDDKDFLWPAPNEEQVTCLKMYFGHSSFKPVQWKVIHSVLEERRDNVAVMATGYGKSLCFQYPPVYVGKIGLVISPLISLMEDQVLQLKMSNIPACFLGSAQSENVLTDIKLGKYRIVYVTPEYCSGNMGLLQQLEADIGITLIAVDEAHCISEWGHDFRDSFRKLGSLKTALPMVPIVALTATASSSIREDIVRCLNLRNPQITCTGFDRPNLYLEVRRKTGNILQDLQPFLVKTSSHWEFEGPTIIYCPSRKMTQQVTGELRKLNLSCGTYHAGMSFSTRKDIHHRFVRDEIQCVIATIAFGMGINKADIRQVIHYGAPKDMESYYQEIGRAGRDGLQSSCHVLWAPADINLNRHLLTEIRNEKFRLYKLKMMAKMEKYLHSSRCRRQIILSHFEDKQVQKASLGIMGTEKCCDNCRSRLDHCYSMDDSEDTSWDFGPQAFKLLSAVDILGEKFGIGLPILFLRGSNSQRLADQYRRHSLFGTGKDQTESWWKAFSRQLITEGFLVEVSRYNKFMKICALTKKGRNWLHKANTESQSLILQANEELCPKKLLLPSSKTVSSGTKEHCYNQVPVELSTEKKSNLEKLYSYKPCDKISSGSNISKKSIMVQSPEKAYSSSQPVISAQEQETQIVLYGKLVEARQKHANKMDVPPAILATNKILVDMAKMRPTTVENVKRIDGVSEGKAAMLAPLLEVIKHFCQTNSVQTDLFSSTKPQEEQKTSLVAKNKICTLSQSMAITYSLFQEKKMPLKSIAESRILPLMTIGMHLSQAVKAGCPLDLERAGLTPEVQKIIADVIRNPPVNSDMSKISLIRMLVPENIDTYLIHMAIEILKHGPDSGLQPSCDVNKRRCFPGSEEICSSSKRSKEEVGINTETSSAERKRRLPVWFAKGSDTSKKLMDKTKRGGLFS
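Screening of the MLSMR collection measured strand separation of a quenched forked DNA duplex (100 nM) by 20 nM WRN with 2 mM ATP, all final. Compounds were preincubated with enzyme 15 min at room temperature.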
Active calls of the source: *; ? = inconclusive; . = no result given; [ ] = dose if it differs, or a comment. Unless noted, calls come from the whole dose curve; as a rule, active = well fitted curve in the direction sought with a large enough effect; inconclusive = small, poorly fitted or top-dose-only effect, or another doubt; inactive = no such curve, though single readings can be large; an effect the other way counts as inactive or inconclusive.

molecule | WRN inhibitor | HT1080-NT tox | ATXN2 expr inh | KB-3-1 cytotox | IL-1B inflam inh | MCF10A rereplic | KB-V1 cytotox | SW480 rerep | HT1080 IDH1KD tx
CSCCC(NC(=O)c1ccccc1)C(=O)N1CCN(Cc2ccc(Cl)cc2)CC1 (centres undefined) | -1% | -3% | -21% | -30% | -78* | ? | 18µM* | -284%[inhibitor] | -14%
O=C(NNC(=S)Nc1ccc(Cl)cc1)c1cccs1 | -5% | -7% | . | -1% | -8 | 8% | 5% | -109%[inhibitor] | -3%
NC(=O)CCN1CCN(Cc2cn[nH]c2-c2cccc3ccccc23)CC1 | -4% | -1% | 1% | 0% | -3 | 3% | 0% | -8% | -14%
O=C(COC(=O)CC1CCCC1)Nc1cc2c(cc1Cl)C(=O)c1ccccc1C2=O | -19% | -3% | 59%[activator] | ? | 5 | ? | 0% | 8% | -5%
CN1CCN(C(=O)CCN2C(=O)/C(=C\c3ccc(Cl)cc3Cl)SC2=S)CC1 | -7% | ? | 3% | 0% | -85* | ? | -18% | ? | ?
Cc1nn(-c2ccncc2)c2c1C(=O)CC(C)(C)C2Br (centres undefined) | 5% | 11% | 2% | -18% | 14 | -2% | 0% | 18% | 0%
Cc1ccc2[nH]c3c(=O)n(CCN4CCNCC4)cnc3c2c1 | -4% | -5% | -4% | 4% | 15 | ? | -5% | 0% | -17%
O=C(CN1C(=O)S/C(=C\c2ccccc2Cl)C1=O)NC1C=CS(=O)(=O)C1 (centres undefined) | 1% | 0% | 22% | 0% | -100* | 3% | ? | ? | -2%
CCN(CC)S(=O)(=O)c1cccc(NC(=O)c2ccc(S(=O)(=O)N3CCCC3)cc2)c1 | -6% | -4% | -22% | -7% | 15 | ? | -1% | ? | -2%
CC(O)(c1cccnc1)c1nc(/C=C/c2ccccc2)cs1 (centres undefined) | -8% | -15% | 0% | -1% | 41 | . | 0% | . | -19%

2 consecutive entries from above, quoted:
molecule | WRN inhibitor | HT1080-NT tox | ATXN2 expr inh | KB-3-1 cytotox | IL-1B inflam inh | MCF10A rereplic | KB-V1 cytotox | SW480 rerep | HT1080 IDH1KD tx
CCN(CC)S(=O)(=O)c1cccc(NC(=O)c2ccc(S(=O)(=O)N3CCCC3)cc2)c1 | -6% | -4% | -22% | -7% | 15 | ? | -1% | ? | -2%
CC(O)(c1cccnc1)c1nc(/C=C/c2ccccc2)cs1 (centres undefined) | -8% | -15% | 0% | -1% | 41 | . | 0% | . | -19%

The listing continues:
molecule | WRN inhibitor | HT1080-NT tox | ATXN2 expr inh | KB-3-1 cytotox | IL-1B inflam inh | MCF10A rereplic | KB-V1 cytotox | SW480 rerep | HT1080 IDH1KD tx
CCn1cc(C2=NCCO2)c2ccccc21 | -1% | -6% | 1% | 18% | 7 | 2% | 5% | -10% | 1%
COc1ccc(C(C(=O)Nc2ccc(C(C)C)cc2)N(C)C(=O)CNC(C)=O)cc1 (centres undefined) | 10% | 3% | -7% | 1% | 2 | 12% | -3% | -1% | 10%
CCCC[C@@H]1CN=C(N)N1CCc1cc(C(F)(F)F)cc(C(F)(F)F)c1 | -2% | -23% | ? | ? | -103* | ? | 6% | 0% | -23%
COc1ccc(C=O)cc1OC(=O)N1CCOCC1 | -4% | 0% | -4% | 3% | -5 | 3% | 18% | -6% | 14%
CC(C)(C)N1CC2([N+](=O)[O-])CN(C(C)(C)C)CC([N+](=O)[O-])(C1)C2 | -5% | 13% | -17% | 2% | 54 | -5% | 22% | -10% | 12%
CCN(CC)S(=O)(=O)c1ccc(N2CCOCC2)c(NS(=O)(=O)c2cc(C(C)(C)C)ccc2C)c1 | -33%[57.1 µM] | -7% | -9% | ? | -9 | 14% | ? | 14% | -13%
Cc1cc(-c2cc(C(=O)NC3CCCC3)on2)nc(NCC2CC2)n1 | 1% | -5% | -7% | 5% | 11 | 12% | -3% | -6% | 0%
C/C(=C\C=C\c1ccccc1)C(=O)c1c(C)cc(C)[nH]c1=O | 1% | 27% | 7% | -2% | 2 | 10% | 6% | -5% | 29%
COc1ccccc1NC(=S)NN=C(C)c1ccccn1 | -6% | -15% | -57% | ? | 35 | 22% | ? | ? | ?
CC(=O)c1cnc2c(C(=O)O)cnn2c1C | 3% | 0% | -9% | -8% | 11 | -2% | 5% | -20% | 0%
CCn1c(Cc2ccccc2)nnc1SCC(=O)Nc1ccc2c(c1)OCCO2 | -14% | 13% | 12% | 3% | 8 | 17% | 0% | -23% | -3%
COC(=O)c1cc(S(=O)(=O)NCC(C)c2ccccc2)c[nH]1 (centres undefined) | 0% | -5% | . | 7% | 3 | . | -7% | . | -16%
Cc1nc2c(-c3ccc(F)cc3)c(C)nn2c(C)c1CCC(=O)N1CCN(c2ccccn2)CC1 | 1% | 7% | 3% | 6% | 7 | 27% | 23% | -6% | 13%
O=C(Nc1ccn(-c2ccccc2)n1)c1ccc(S(=O)(=O)N2CCCCCC2)cc1 | -1%[57.1 µM] | ? | -14% | -20% | -29 | 9% | ? | -9% | 10%[9.24 µM]
Cc1nc(N2CCN(c3ccccc3F)CC2)[nH]c(=O)c1C | 3% | 7% | . | 9% | -15 | 3% | 5% | 2% | 11%
CN1CCN(CC(=O)Nc2cc(S(=O)(=O)N3CCOCC3)ccc2Cl)CC1 | -12% | -5% | 7% | -2% | -1 | 0% | -19% | 2% | -2%
CCOc1ccc(N(CC(=O)N/N=C/c2ccccn2)S(=O)(=O)c2ccc(Cl)cc2)cc1 | -7% | ? | ? | -1% | 33 | 1% | 2% | ? | ?
Cc1ccc(NC(=O)CSC(C)C(=O)NCCc2ccccn2)cc1 (centres undefined) | -3% | 8% | . | 4% | -3 | ? | -17% | ? | -1%
Cc1cc(C(=O)NC2CCCc3c2cnn3-c2ccccc2F)nc(C)n1 (centres undefined) | ? | -11% | -16% | 0% | -14 | 8% | -13% | -5% | ?
NS(=O)(=O)c1cccc(NC(=O)CSc2n[nH]c(-c3ccccc3Br)n2)c1 | 1% | -2% | -7% | 3% | 5 | 4% | 4% | -16% | -3%

Gathered by group: the compounds so far with fluorine (4)
molecule | WRN inhibitor | HT1080-NT tox | ATXN2 expr inh | KB-3-1 cytotox | IL-1B inflam inh | MCF10A rereplic | KB-V1 cytotox | SW480 rerep | HT1080 IDH1KD tx
CCCC[C@@H]1CN=C(N)N1CCc1cc(C(F)(F)F)cc(C(F)(F)F)c1 | -2% | -23% | ? | ? | -103* | ? | 6% | 0% | -23%
Cc1nc2c(-c3ccc(F)cc3)c(C)nn2c(C)c1CCC(=O)N1CCN(c2ccccn2)CC1 | 1% | 7% | 3% | 6% | 7 | 27% | 23% | -6% | 13%
Cc1nc(N2CCN(c3ccccc3F)CC2)[nH]c(=O)c1C | 3% | 7% | . | 9% | -15 | 3% | 5% | 2% | 11%
Cc1cc(C(=O)NC2CCCc3c2cnn3-c2ccccc2F)nc(C)n1 (centres undefined) | ? | -11% | -16% | 0% | -14 | 8% | -13% | -5% | ?

More entries follow:
molecule | WRN inhibitor | HT1080-NT tox | ATXN2 expr inh | KB-3-1 cytotox | IL-1B inflam inh | MCF10A rereplic | KB-V1 cytotox | SW480 rerep | HT1080 IDH1KD tx
O=C(CN1CCCCC1)N1c2ccccc2Oc2ccccc21 | 0% | 1% | -7% | 1% | -1 | ? | 4% | 3% | -3%
COc1ccc(C(=O)OCc2ccc(C)cc2)cc1S(=O)(=O)N1CCOCC1 | 0% | 4% | . | -2% | 5 | 7% | 10% | -3% | 1%
COC(=O)c1cc(Cl)nc2ccccc12 | 8% | -3% | -3% | ? | 5 | 5% | -5% | 7% | 2%
Cc1nc2c(-c3ccccc3)c(C)nn2c(SCC(N)=O)c1Cc1ccccc1 | 9% | -1% | . | ? | 12 | -1% | ? | -10% | 0%
Cc1cc(C)cc(OCCNC(=O)c2ccc(Br)cc2)c1 | -3%[57.1 µM] | -9% | -9% | 19% | -30 | 13% | 13% | ? | -7%
CCOP(=O)(c1ccc(N(C)C)cc1)C(O)c1c(Cl)cccc1Cl (centres undefined) | -2% | 9% | 2% | 3% | -4 | 1% | -5% | -5% | 13%
CCOc1ccc(CN2CCC(C(=O)Nc3cccc(-c4ccn[nH]4)c3)CC2)cc1Cl | 8% | 18µM* | ? | -13% | -76* | ? | ? | ? | ?
Cc1ccc2c(c1)-c1c(cnn1CC(=O)N1CCCN(Cc3ccccc3F)C1)CO2 | -8% | -9% | ? | -6% | 0 | ? | 0% | -1% | -27%
CN(C)CCNC(=O)c1scc2c1CCCC2 | 1% | -3% | . | -6% | -10 | 1% | 10% | -7% | -11%
N=c1n(Cc2ccc(Cl)cc2)c2ccccc2n1CC(O)COc1ccccc1 (centres undefined) | -5% | 21µM* | ? | ? | -97* | ? | ? | ? | 15µM*
CN(Cc1ccccc1)c1ccc([N+](=O)[O-])cc1C(=O)O | -13% | 13% | -4% | -8% | 0 | -11% | 7% | -31%[inhibitor] | 2%
O=C(NCc1ccccc1)N(Cc1cc2cc3c(cc2[nH]c1=O)OCCO3)CC1CCCO1 (centres undefined) | -9% | -4% | 2% | -18% | ? | -18% | 2% | -8% | -10%
CCOC(=O)N1CCN(C(=O)C(NC(=O)c2ccc(CC)cc2)C(C)C)CC1 (centres undefined) | -10% | -6% | -5% | -17% | -19 | -4% | 0% | -10% | 11%
CCN(CC)S(=O)(=O)c1cccc(C(=O)NCc2ccccc2)c1 | -4% | -2% | -10% | -5% | 26 | 3% | -16% | 3% | 2%
